# EPAC2 antagonist: antagonists of human EPAC2. Q8WZA2. EPAC2 GEF exchange of Rap1B-BODIPY-GDP, fluorescence. Potency, µM (doses to about 114 µM), inactives show top-dose activity, negative = inhibition, usual class: inhibitors. AID 720708. 0.18% of 360,000 active; also: potency is read from the fitted curve at half-maximal effect; % is scaled to controls: 0 for no effect and ±100 for the full control effect; nearly all actives have a fitted effect of over 45% in size; many of its hits are not listed in these tables
# DRD3 antagonist: D3 dopamine receptor (human) antagonism; D3R cells, DiscoveRx beta-arrestin luminescence, antagonist mode; active compounds read low; P35462; 2.5% of 360,000 active; AID 652054; max response, negative = inhibition, %; in the data active = max response below about -50%; inconclusive = no clear call, values can overlap the other calls; also: % is scaled to controls: 0 for no effect and ±100 for the full control effect; mostly tested at two doses, the higher about 12 µM
# Target sequence (P35462 whole entry, looked up): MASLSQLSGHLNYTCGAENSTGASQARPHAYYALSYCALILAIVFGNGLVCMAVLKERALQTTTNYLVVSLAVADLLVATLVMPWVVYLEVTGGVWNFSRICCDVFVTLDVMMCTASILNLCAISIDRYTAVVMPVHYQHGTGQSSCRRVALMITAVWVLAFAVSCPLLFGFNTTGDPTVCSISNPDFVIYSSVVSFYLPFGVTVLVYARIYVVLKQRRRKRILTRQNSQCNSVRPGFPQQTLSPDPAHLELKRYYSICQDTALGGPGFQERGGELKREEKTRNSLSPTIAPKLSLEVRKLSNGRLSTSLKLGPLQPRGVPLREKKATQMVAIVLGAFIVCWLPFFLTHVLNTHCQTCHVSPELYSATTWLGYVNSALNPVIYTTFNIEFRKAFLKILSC
#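 Cells expressing the human receptor were seeded at 1500 cells/well, incubated overnight at 37 degrees C in 5% CO2, then exposed to library compounds with dopamine controls for 90 minutes at 37 degrees C before luminescent detection.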
# Abeta yeast res: compounds reversing amyloid beta toxicity in yeast | yeast expressing A-beta42, growth rescue, OD600, 48 h; response scale: 0% DMSO, 100% iron-clioquinol control | Potency, µM (series often up to 46.1 µM), inactives show top-dose growth rescue, most hits filed as activators | 0.063% of 410,000 active | AID 1347071; also: potency is read from the fitted curve at half-maximal effect; nearly all actives have a fitted effect of over 55% in size
#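 Yeast growth medium received pinned compounds, then yeast cells expressing toxic A-beta were added; plates incubated at 30 C for 48 hr. Growth read as absorbance at 600 nm, normalized to DMSO and equimolar FeCl3 plus clioquinol controls.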
# D3 ag: activates the human D3 dopamine receptor | 0.58% of 410,000 active | D3R DiscoveRx beta-arrestin cells, luminescence, 90 min | max activation, %; in the data active = max activation above about 30%; also: 0% is about no effect; mostly tested at two doses, the higher about 12 µM
#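 Cells at 1500/well, incubated overnight, then treated with pinned compounds (dopamine as control) for 90 min at 37 degrees C. DiscoveRx reagent added for 30 - 60 minutes at room temperature; luminescence read.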
# TDP43 rescue: inhibitors of TDP-43 toxicity in yeast | Potency, µM (series often up to 46.1 µM), for the others: at the top dose growth rescue (activation), actives largely listed as activators | 1.8% of 410,000 active | AID 652104 | TDP-43 expressing yeast growth rescue, BacTiter-Glo, 24 h; also: potency is read from the fitted curve at half-maximal effect; % of control where 0% means no effect; nearly all actives have a fitted effect of over 50% in size
#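 Yeast expressing TDP-43 (pregrown in raffinose, seeded at OD600=0.02 in galactose medium) exposed to compounds 24 hr at 30 deg C. Growth read by BacTiter-Glo luminescence; rescue of toxicity appears as increased signal.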
# EPAC2 ag: EPAC2 (human) agonism; Q8WZA2; EPAC2 activation, biochemical qHTS; response scale: 100% = 6.5 mM cAMP response; Potency, µM (doses to about 154 µM), for inactives: top-dose activation, hits mostly activators; 0.079% of 360,000 active; also: potency is read from the fitted curve at half-maximal effect; nearly all actives have a fitted effect of over 50% in size
#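 qHTS, titration series. 100 nM EPAC2 / 250 nM Rap1B-BODIPY-GDP / 50 uM GDP; RT; ex 480/em 540 nm, 5-min reads to 30 min. Norm. to 6.5 mM cAMP = activation.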
# aSyn rescue: alpha-synuclein toxicity inhibition in yeast | Potency, µM (top dose mostly 46.1 µM), for inactives: at the highest dose growth rescue (activation), usual class: activators | Yeast expressing alpha-synuclein, growth rescue, BacTiter-Glo, 24 h | 0.14% of 370,000 active | AID 652106; also: potency is read from the fitted curve at half-maximal effect; % of control where 0% means no effect; nearly all actives have a fitted effect of over 65% in size
#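 Readout is rescue of growth in alpha-synuclein-expressing yeast, so inhibitors of toxicity appear as activators. Growth after 24 hr at 30 deg C in galactose medium is quantified by luminescence.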
# FUS suppressor: rescues growth of FUS-expressing yeast; S. cerevisiae FUS-expressing, growth rescue, OD600, 24 h; 0.24% of 390,000 active; Potency, µM (doses to about 76.6 µM), inactives show top-dose growth rescue (activation), actives largely listed as activators;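 also: potency is read from the fitted curve at half-maximal effect; plate controls were DMSO vehicle for no effect and reference control for full effect; nearly all actives have a fitted effect of over 55% in size; some results filed as inactive show a strong effect at the top dose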
#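 Cultures pregrown in 2.5% raffinose medium are shifted to minimal medium containing 2% galactose to express toxic FUS. Compounds are tested at several concentrations. After 24hr at 30C, growth is quantified at 600 nm absorbance.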
# An asterisk follows results filed as active; ? = inconclusive; . = not tested or not shown; & = joins results of further samples; [ ] = dose if it differs, or a comment. Unless noted, calls follow the shape of the dose curve; as a rule, active = well fitted curve in the direction sought with a large enough effect; inconclusive = small, poorly fitted or top-dose-only effect, or another doubt; inactive = no such curve, though single readings can be large; an effect the other way counts as inactive or inconclusive. An excerpt; rates above refer to the full screens.
# Preview:
Structure	EPAC2 antagonist	DRD3 antagonist	Abeta yeast res	D3 ag	TDP43 rescue	EPAC2 ag	aSyn rescue	FUS suppressor
CCOC(=O)C1(Cc2ccc(Cl)cc2)CCN(C(=O)CCc2ccncc2)CC1	-21%	6	10%	-5	-7%	4%	-5%	12%
CCSc1nnc(SCC(=O)NC2CCCCC2)s1	4%	4	4%	0	2%	9%	-1%	-26%

# Results, previewed entries included:
Structure	EPAC2 antagonist	DRD3 antagonist	Abeta yeast res	D3 ag	TDP43 rescue	EPAC2 ag	aSyn rescue	FUS suppressor
CCOC(=O)C1(Cc2ccc(Cl)cc2)CCN(C(=O)CCc2ccncc2)CC1	-21%	6	10%	-5	-7%	4%	-5%	12%
CCSc1nnc(SCC(=O)NC2CCCCC2)s1	4%	4	4%	0	2%	9%	-1%	-26%
Cc1onc(-c2ccccc2)c1C(=O)NC(=S)NNC(=O)c1ccc(O)cc1O	2%	12	-48%[inhibitor]	-8	-81%[inhibitor]	7%	?	.
CCN(CC)C(=O)C1=C(C)N(Cc2ccc(F)cc2)C(=O)C(CC(=O)NC(c2ccccc2)c2ccccc2)C1 (stereo not given)	-6%	-14	-3%	-2	16%	3%	4%	?
CCOC(=O)C1=C(C)Nc2nc(C)nn2C1c1ccc(C)cc1 (stereo not given)	-15%	13	0%	-4	3%	9%	0%	-12%
O=C(NC1CCN(C(=S)NCc2ccco2)CC1)c1ccc(F)cc1	1%	-13	3%	-3	-10%	12%	3%	-4%
COc1ccc(-c2nnc(-c3ccc(Br)o3)o2)cc1OC	-4%	-11	-6%	-22	?	10%	1%	14%
O=C(Cc1ccccc1)N[C@@H]1c2ccccc2CC[C@@H]1OCc1ccccc1	-6%	-90*	8%	-20	-12%	5%	-3%	-27%
CCOc1cccc(-c2c(C(=O)N/N=C/c3ccoc3)nnn2-c2nonc2N)c1	-7%	1	3%	0	1%	5%	1%	29%
N#C/C(=N\Nc1ccc(Cl)cc1)C(=O)c1ccsc1	?	-10	-11%	13	-20%	-9%	-5%	14%
Cc1ccc2c(c1)c(=O)c1ccccc1n2CCCC(=O)Nc1ccc(C)c(C)c1	.	.	-9%	4	15%	.	.	29%
CCn1c(C)c(C2N3CC4(C)CN2CC(C)(C3)C4=O)c2ccccc21 (stereo not given)	.	.	-10%	0	12%	.	.	-33%
COc1ccc(-c2cc(C(F)(F)F)nc(SCC(=O)NCc3ccc(F)cc3)n2)cc1	.	.	-15%	-12	10%	.	.	18%
CC1(C(=O)Nc2ccc3nc[nH]c3c2)CCN1C(=O)c1ccccc1CCc1ccccc1 (stereo not given)	-16%	-13	3%	-4	-1%	7%	0%	7%
COc1ccccc1C(=O)N1CCN(Cc2cc(=O)oc3cc(C)ccc23)CC1	.	.	-5%	9	24%	.	.	1%
C=CCN(Cc1cc(OC)ccc1OC)S(=O)(=O)N(C)C	-1%	4	-5%	-4	-2%	20%	0%	-4%
CC(C)CCOc1ccc(C(=O)Nc2sc3c(c2C#N)CCCCC3)cc1	.	.	10%	4	18%	.	.	9%
Cc1cccnc1NC(=O)CCc1nnc2ccc(NCc3ccco3)nn12	0%	-3	-16%	2	2%	-4%	-8%	34%
COc1ccc(NC(=O)CSc2nc3ccccc3nc2N2CCOCC2)c(OC)c1	-13%	19	25%&4%	5&14	?	14%	14%	?
CCc1noc(C)c1C(=O)Nc1ccc(C(F)(F)F)cc1	-8%	20	?	-1	26%	-5%	13%	-13%
COc1ccc(OC)c(NC(=O)N[C@H](Cc2ccccc2)C(=O)NN)c1	-4%	-5	-5%	-23	-7%	2%	1%	34%
COc1ccc(NC(=O)c2cccc3c(-c4ccc(O)c(OC)c4)coc23)cc1	-1%	116	8%	3	?	13%	2%	25%
CCC1=Nc2cc(C(=O)NCCCOC(C)C)ccc2Sc2ccc(C)cc21	.	.	13%	-1	15%	.	.	?
CC1CC(C)CN(C(=O)C(C)N2CCN(S(=O)(=O)c3ccc(Br)s3)CC2)C1 (stereo not given)	-7%	7	0%	5	1%	6%	4%	24%
CC1CCCN(C(=O)CN2CCC(c3nc4ccc(Cl)cc4[nH]3)CC2)C1 (stereo not given)	4%	-3	3%	1	12%	5%	9%	-9%
COCCN1C(=O)C(O)=C(C(C)=O)C1c1ccc(F)cc1 (stereo not given)	7%	-11	17%	6	0%	3%	1%	-14%
COc1cc2c(cc1OC)CN(C(=O)c1ccc(S(=O)(=O)N(C)c3ccccc3)cc1)CC2	-18%	8	9%	-5	-2%	16%	19%	28%
COCC(C)n1c(C)cc(C(=O)COC(=O)c2ccc(N3CCCC3=O)cc2)c1C (stereo not given)	-7%	7	12%	-4	12%	0%	-1%	9%
Cc1ccc(NC(=O)CS(=O)CC(=O)NCC2OCCc3ccccc32)c(C)c1 (stereo not given)	-3%	-16	6%	-8	3%	13%	1%	30%
O=C(C1=C[C@@H](C2CCCCC2)C[C@@H](OCc2ccc(CO)cc2)O1)N1CCN(Cc2ccccc2)CC1	9%	-16	1%	-29	2%	2%	6%	27%
CCN(CCCCCCN)c1ccc2c(=O)[nH][nH]c(=O)c2c1	0%	7	-9%	1	20%[9.22 µM]	1%	0%	34%
CCc1nc2ccccc2c(C(=O)Nc2ccc(C)cc2)c1C	2%	-5	-18%	-4	-9%	7%	-3%	-18%
O=C1[C@@H]2C(Cc3ccc(O)cc3)NC3(C(=O)Nc4ccc(F)cc43)[C@@H]2C(=O)N1c1ccccc1 (stereo not given in full)	8%	10	0%	14	4%	8%	-6%	18%
N#Cc1ccc(NC(=O)C2=COCCO2)cc1	-1%	-1	-1%	-8	10%	4%	-3%	-6%
Cc1ccc(C(=O)Oc2cccnc2)cc1[N+](=O)[O-]	-9%	?	-25%	-9	-18%	14%	12%	6%
COc1ccc(NC(=O)c2cc(-c3cc(C)cc(F)c3)n[nH]2)cc1OC	5%	-4	-12%	-11	10%	-5%	0%	-18%
CC1CCCCN1CCNC(=O)C1CCN(S(=O)(=O)N2CCCCC2)CC1 (stereo not given)	5%	?	-27%	-9	-17%	7%	-1%	0%
Oc1ccc(Cl)cc1CNCc1ccc(Cl)cc1	-13%	?	2%	-27	13%	18%	0%	-25%
Cc1onc(-c2ccccc2Cl)c1C(=O)N1CCN(c2ccc(F)cc2)CC1	-12%	3	-11%	0	-11%	5%	0%	5%
O=C1c2cccc3cccc(c23)C(=O)N1c1cccnc1	5%	9	-14%	13	2%	-1%	-20%	-4%
CC1CCc2sc(C(=O)N3CCN(c4ncccn4)CC3)cc2C1 (stereo not given)	0%	-16	18%	-1	?	6%	9%	21%
c1cnc(SCCOc2cccc3ccccc23)nc1	-3%	43	-3%	0	11µM*	13%	-5%	9%
O=C(CSc1ncn[nH]1)OCN1C(=O)c2ccccc2C1=O	-6%	15	-3%	18	11%	10%	2%	12%
O=C(O)CCn1cc(/C=C/C(=O)c2ccc(Cl)cc2)c(-c2cccc(Br)c2)n1	-4%	-29	-85%[inhibitor]	-5	-1%	5%	?	10%
CCOc1ccccc1NC(=O)CCN1CCN(S(=O)(=O)c2ccc(Br)cc2)CC1	-9%	-15	?	-22	-7%	17%	-4%	?
OCCC1CN(Cc2ccccc2-c2ccco2)CCN1Cc1ccccc1 (stereo not given)	-3%	-21	8%	-17	2%	6%	-4%	2%
COc1ccc(N(C(=O)c2cccc(C)c2)S(=O)(=O)c2ccc3c(c2)n(C)c(=O)n3C)cc1	.	.	18%	8	10%	.	.	?
Cn1c(=O)c2c(nc(Oc3ccccc3Cl)n2Cc2ccc(C#N)cc2)n(C)c1=O	.	.	-3%	3	19%	.	.	-26%
Cc1nn(C)c(NC(=O)c2ccc([N+](=O)[O-])cc2)c1Cl	-5%	16	16%	14	-3%	5%	-7%	18%
CC(=O)C1=C(C)NC(SCC(=O)c2ccc(F)cc2)=C(C#N)C1c1ccco1 (stereo not given)	-4%	12	-4%	14	-4%	21%	-7%	17%

# Carrying on:
Structure	EPAC2 antagonist	DRD3 antagonist	Abeta yeast res	D3 ag	TDP43 rescue	EPAC2 ag	aSyn rescue	FUS suppressor
OC(COc1ccc2ccccc2c1)CN1CCN(c2ccc(F)cc2)CC1 (stereo not given)	-9%	-23	17%	7	2%	0%	4%	-3%
O=C(CSc1nc2ccccc2c(=O)n1-c1ccc(F)cc1)Nc1ccc(N2CCOCC2)cc1	0%	3	-1%	-5	3%	2%	3%	2%
O=C(CSc1ccc(-c2ccc(-n3cccn3)cc2)nn1)Nc1ccc([N+](=O)[O-])cc1	1%	5	6%	8	12%	-1%	-7%	17%
O=C(Cn1cc(-c2nnnn2-c2ccc(Cl)cc2)c(=O)c2ccccc21)c1ccccc1	1%	36	-7%	1	6%	-2%	2%	4%
Cc1ccccc1NC(=O)CSc1nc(COc2ccccc2)nc2ccccc12	-1%	-24	-15%	-6	-17%	2%	4%	13%
O=c1cc2c(nn1Cc1ccc(F)cc1)-c1ccccc1CC2	-4%	-11	-20%	2	17%	21%	-8%	15%
CC(C)N(c1ccccc1)c1ccc(NC(=O)CCl)cc1	-15%	-19	-31%	-9	?	8%	15%	-11%
O=[N+]([O-])c1ccccc1S(=O)(=O)n1cnc2ccccc21	-2%	8	-10%	1	0%[9.22 µM]	4%	-17%	17%
CCOC(=O)C1=C(c2ccccc2)NC(=O)NC1c1ccc(O)c(Cl)c1 (stereo not given)	-15%	86	-10%	2	?	0%	-1%	-5%
CCOC(=O)Cc1csc(NC(=O)CSc2nnc(-n3nc(C)cc3C)c3ccccc23)n1	-16%	17	12%	3	-5%	-3%	8%	38%
COc1ccc(OC)c(S(=O)(=O)Nc2cc3c4c(c2)CCC(=O)N4CCC3)c1	8%	8	-3%	-2	4%	6%	6%	13%
OC(c1ccccc1)c1nc(-c2ccc(Cl)cc2)cs1 (stereo not given)	-26%	4	12%	0	35µM*	13%	?	14%
CN(C)C(=O)c1c(NC(=O)c2ccccc2F)sc2c1CCCC2	.	.	-1%	-10	13%	.	.	0%
Cc1ccc(NC(=O)C2CCCN2S(=O)(=O)c2ccc3nc(-c4ccccc4)[nH]c3c2)cc1F (stereo not given)	.	.	-5%	1	10%	.	.	-3%
O=C(NC1CCCC1)c1ccc(COCC(F)(F)F)o1	-1%	-16	15%	-3	-14%	6%	-3%	-13%

# Source: PubChem BioAssay (National Center for Advancing Translational Sciences (NCATS))
